# Casp6 inh = caspase-6 (human) enzyme inhibition | P55212 | purified caspase-6, Z-VEID-R110 cleavage fluorescence | inhibition, % at 12.5 µM | 350,000 compounds, 0.53% hits | AID 686996;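 active means mean inhibition across replicates at least about 35%, with every replicate also reaching that limit, limit read from the data; inconclusive means only one of the two criteria met; inactive means neither criterion met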;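 further: 0% = median of neutral control wells and 100% = no fluorescence left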
# Target sequence (P55212 24-179 limits assumed): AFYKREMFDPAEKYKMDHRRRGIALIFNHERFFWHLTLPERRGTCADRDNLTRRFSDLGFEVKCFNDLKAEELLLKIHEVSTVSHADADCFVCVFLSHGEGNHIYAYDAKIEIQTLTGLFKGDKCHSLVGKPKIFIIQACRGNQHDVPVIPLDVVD
# Target sequence (P55212 194-293 limits assumed): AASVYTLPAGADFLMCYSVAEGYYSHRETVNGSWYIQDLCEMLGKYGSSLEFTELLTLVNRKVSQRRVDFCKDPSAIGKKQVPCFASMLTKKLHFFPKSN
# esBAF inh = SWI/SNF esBAF complex inhibition; 350,000 compounds, 2% hits; reporter increase, % at 12.5 µM; mouse ES cells, Bmi1-luciferase knock-in reporter, 24 h; 100% = twice the neutral-well signal; in the data active means activation above about 40%; inconclusive means no clear call, values can overlap the other calls;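 further: 0% = median of the plate's neutral control wells and 100% = double that signal; a rise in the Bmi1 reporter signal indicates esBAF inhibition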
# LGR2 antag = inhibitors of bursicon-induced Drosophila LGR2 receptor cAMP signaling | HEK293 LGR2, CRE-luciferase, bursicon-stimulated, 4 h | inhibition, % at 9.99 µM | 380,000 compounds, 0.35% hits | AID 720647;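 active means drop in luminescence signal, shown as inhibition above about 50% in the replicate tests, limit read from the data, passing the limit was not always enough; inconclusive means probably only some replicates passing the limit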;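 further: agonist challenge used bursicon conditioned medium at about half maximal strength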
# Statin myotox sup = suppressors of simvastatin-induced myotoxicity in C2C12 myotubes; ATP luminescence, 48 h; scaled: DMSO 0, geranylgeraniol control 100; rescue of ATP level, % at 7.49 µM; 330,000 compounds, 0.78% hits; AID 602340;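 active means mean ATP rescue above about 67%, or every replicate alone reaching that limit, limit read from the data, passing the limit was not always enough; inconclusive means no clear call, values can overlap the other calls; inactive means mean under the limit and some replicate under it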;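 further: myotubes were challenged with 10 µM simvastatin during compound exposure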
# FN deposition inh = fibronectin deposition inhibition; AH1F fibroblasts, Alexa488-fibronectin deposition fluorescence, overnight; inhibition, % at 12.6 µM; 350,000 compounds, 0.086% hits; AID 743247;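 active means mean inhibition across replicates of 30% or more, regardless of how many single replicates reach that level; inconclusive means mean under 30% yet at least half of replicates reach 30%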;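 further: positive control wells lacked labelled fibronectin entirely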
#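 Assay system: AH1F fibroblasts / Quantity: 10000 cells per well / Medium: DMEM plus 2% serum, read in PBS / Reagent: labelled fibronectin 24 nM / Dosing: single dose, pinned / Times: 1 h cell attachment, overnight exposure to compound and label / Signal: fluorescence, ex 485 nm, em 525 nm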
# S100A4 inh HTS = inhibitors of human S100A4 binding to myosin IIA peptide. P26447. S100A4/TAMRA-MyoIIA peptide fluorescence polarization. inhibition, % at 10.7 µM. 360,000 compounds, 0.14% hits. AID 652163;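 active means mean inhibition of at least 70% across replicates, with every replicate also reaching that level; inconclusive means mean inhibition reaches 70% but some replicates fall short; inactive means mean inhibition below 70%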
# Target sequence (P26447 whole entry, looked up): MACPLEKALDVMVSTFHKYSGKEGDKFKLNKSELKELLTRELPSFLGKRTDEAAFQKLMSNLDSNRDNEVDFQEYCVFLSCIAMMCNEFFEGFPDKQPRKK
#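 Test system – S100A4 monomer (human) · Compound – single-point compound testing · Schedule – 5 min incubation before reading · Probe or stimulus – TAMRA-labelled myosin IIA heavy-chain peptide probe, 5 nM · Benchmarks – neutral control DMSO, positive control TFP · Medium – Calcium-containing HEPES buffer, pH 7.2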
# SIRT5 block = sirtuin-5 (human) deacylase inhibition | 330,000 compounds, 1.1% hits | AID 652115 | Purified SirT5, succinyl-peptide AMC, trypsin-coupled fluorescence | inhibition, % at 15 µM | Q9NXA8; in the data active means inhibition above about 15%; inconclusive means no clear call, values can overlap the other calls
# Target sequence (Q9NXA8 whole entry, looked up): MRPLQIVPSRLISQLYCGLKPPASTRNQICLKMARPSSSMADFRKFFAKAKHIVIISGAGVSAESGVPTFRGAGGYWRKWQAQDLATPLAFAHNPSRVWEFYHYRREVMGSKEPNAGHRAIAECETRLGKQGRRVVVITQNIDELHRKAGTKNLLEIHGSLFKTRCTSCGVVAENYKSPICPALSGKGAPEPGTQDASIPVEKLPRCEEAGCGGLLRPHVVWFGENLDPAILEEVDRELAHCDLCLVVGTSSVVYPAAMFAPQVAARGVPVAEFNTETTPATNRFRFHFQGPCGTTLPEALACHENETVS
# Numbers without * were called inactive; ? = inconclusive; / = not tested or not shown. Not all compounds are listed; count on the stated rates, not on these rows.
# Fields: Casp6 inh	esBAF inh	LGR2 antag	Statin myotox sup	FN deposition inh	S100A4 inh HTS	SIRT5 block
1. Cc1cc(-c2nc(C)c(-c3nnc(SCC(=O)Nc4ccc(Cl)cc4)n3C)s2)no1
    -1	/	3	/	-8	0	-17
2. C[C@H](CO)N1C[C@H](C)[C@@H](CN(C)C(=O)c2ccncc2)OCCCC[C@H](C)Oc2ccc(NS(=O)(=O)c3cccs3)cc2C1=O
    5	2	-11	/	-7	27	-6
3. COc1ccc(N2C(=O)C(CC(=O)Nc3ccc(Cl)cc3)N(NC(=O)c3cccc(F)c3)C2=S)cc1 (stereo not drawn)
    2	-4	10	9	-9	-31	-2
4. CO[C@@H]1CN(C)C(=O)c2cc(NC(=O)C3CC3)ccc2OC[C@H](C)N(Cc2ccc(F)cc2)C[C@@H]1C
    2	-3	43	2	4	-11	3
5. Cc1ccc(C2=NN=C(NC(=O)CSc3nncn3C)SC2)cc1
    /	-7	1	9	/	-7	1
6. Cc1cc(C(=O)Nc2cccc3c2O[C@H](CN(C)Cc2ccc(C(F)(F)F)cc2)[C@@H](C)CN([C@@H](C)CO)C3=O)n(C)n1
    -3	-6	26	-36	/	-7	4
7. O=C(C[n+]1ccc(/C=C/c2ccccc2)cc1)c1ccc2c(c1)OCCO2
    10	/	13	/	-3	-1	-1
8. CSc1nnc(C(C)(C)C)c(=O)n1/N=C/c1ccc(Cl)cc1
    -2	/	12	/	7	-4	-4
9. C#CCn1cc(/C=N/NC(=O)c2cc3ccccc3o2)c2ccccc21
    -1	/	-9	/	5	0	2
10. CC1=CC(c2ccccc2)n2nnnc2N1 (stereo not drawn)
    -1	/	-1	/	-12	2	-4
11. COCC(=O)N1CC2(CCN(Cc3nccs3)CC2)c2c(n(C)c3cc(OC)ccc23)[C@@H]1CO
    -2	/	0	/	/	-1	-1
12. CO[C@@H]1CN(C)C(=O)c2ccc(NS(=O)(=O)c3ccccc3F)cc2OC[C@@H](C)NC[C@@H]1C
    1	/	-2	/	-22	9	-1
13. CCN(CC)CCOC(=O)c1c(C)oc2ccc(OC)cc12
    /	29	/	36	-8	/	/
14. COC(=O)c1ccc(NC(=O)NC2CCCCC2)cc1
    4	/	-15	/	/	-1	0
15. Cc1sc2nc(C(C)C)nc(SCC(=O)NCc3ccco3)c2c1C
    /	2	15	23	-1	/	/
16. CCC(C(=O)Nc1c(C)cccc1C)n1c(-c2ccc(=O)[nH]c2)nc2ccccc21 (stereo not drawn)
    13	/	-13	/	3	0	/
17. COC(=O)c1cc(NC(=O)c2cc(C(C)(C)C)nn2Cc2cccc(C)c2)ccc1N1CCOCC1
    -1	/	22	/	-7	-2	-3
18. COc1ccc2c3c(n(C)c2c1)[C@@H](CO)N(C)CC31CN(C(=O)Nc2c(C)noc2C)C1
    /	/	-6	/	-3	-3	1
19. O=C(C1CCC1)N1CC2(C1)[C@H](c1ccccc1)[C@H](CO)N2Cc1ccc(Cl)cc1
    -1	/	-11	/	-4	5	0
20. COc1ccccc1N1CCNC(C)C1=O (stereo not drawn)
    -12	2	12	9	-21	-31	-5
21. c1cc(-c2cc3cc4c(cc3cn2)OCO4)cs1
    2	77*	-51	10	0	3	/
22. Cc1cc(C)nc(Nc2cc([N+](=O)[O-])ccc2C)n1
    6	/	11	/	7	3	1
23. C[C@@H]1CN([C@H](C)CO)C(=O)c2cccc(NC(=O)Nc3cccc4ccccc34)c2O[C@@H]1CN(C)S(=O)(=O)c1ccc(F)cc1
    -1	1	-14	31	/	1	-2
24. C[C@H]1CCCCO[C@@H](CN(C)Cc2ccccc2)[C@@H](C)CN([C@@H](C)CO)C(=O)c2cc(NC(=O)c3ccncc3)ccc2O1
    1	-1	-12	/	1	39	11
25. CN(C)CC1CC/C(=C\c2ccc(O)cc2)C1=O (stereo not drawn)
    -1	/	9	/	6	-2	4
26. CCCC(=O)N1CCOCC1c1cc(C(=O)Nc2ccccc2)no1 (stereo not drawn)
    0	15	10	-7	10	5	-1
27. C[C@@H]1CN([C@H](C)CO)C(=O)c2cc(NS(C)(=O)=O)ccc2O[C@@H](C)CCCCO[C@@H]1CN(C)Cc1ccc2c(c1)OCO2
    -2	-10	-3	-22	/	61	-3
28. CCCCOc1cccc(C2/C(=C(\O)c3ccc4c(c3)OCCO4)C(=O)C(=O)N2CCN2CCOCC2)c1 (stereo not drawn)
    -2	-1	-3	0	-21	4	-2
29. COc1ccc(N2CCN(C(=S)Nc3cccc(OC)c3)CC2)cc1
    -2	-2	-1	4	6	1	-6
30. COC(=O)c1sccc1NC(=S)OC
    1	/	-7	/	9	-10	1
31. CCOC(=O)c1sc(=NC(=O)C2CC2)n(C)c1C
    1	/	1	/	-6	-2	-2
32. CC12CCC(C(=O)O)(c3nc4cc([N+](=O)[O-])ccc4nc31)C2(C)C (stereo not drawn)
    10	/	17	/	-4	-12	-4
33. COc1ccc(NC(=O)Nc2ccc3c(c2)C(=O)N([C@@H](C)CO)C[C@H](C)[C@@H](CN(C)S(=O)(=O)c2ccccc2)O3)cc1
    0	4	8	/	/	-7	-3
34. COc1cccc(C2NC(C)(C(=O)O)C3C(=O)N(C(C)C)C(=O)C23)c1O (stereo not drawn)
    1	2	7	-4	-2	-6	/
35. O=C1CC(NNC(=O)c2cccc(F)c2)C(=O)N1 (stereo not drawn)
    0	/	-4	/	-7	0	-1
36. c1ccc(C2CNCCc3ccccc32)cc1 (stereo not drawn)
    -13	-2	1	?	1	2	-2
37. CCc1ccc(NC(=O)CSc2nc3ccccc3nc2N2CCCCC2)cc1
    -2	-12	-26	7	0	-4	2
38. CC(=O)NCc1ccc(S(=O)(=O)N2CCCN(C)CC2)cc1
    -61	-1	-1	3	0	-3	-1
39. COc1ccc(NC(=O)Nc2ccc3c(c2)CC(=O)N([C@@H](C)CO)C[C@H](C)[C@H](CN(C)C(=O)Nc2ccc(F)cc2)O3)cc1
    -3	-3	-9	21	/	-6	1
40. CCC(C)(C)NC(=O)c1ccc2c(c1)N(CC(=O)N1CCCC1)C(=O)C(C)(C)O2
    -1	14	-7	-3	-4	3	3
41. CC1CCc2c(sc(NC(=O)c3nc4ncccn4n3)c2C#N)C1 (stereo not drawn)
    0	5	-36	-42	11	-19	-1
42. COC(=O)c1sccc1NC(=O)CC1C(=O)NCCN1C(=O)c1ccc(F)cc1 (stereo not drawn)
    1	-5	29	9	3	-1	-2
43. Cc1ccc(C(=O)OC(C)C(=O)N(C)C2CCCCC2)cc1S(=O)(=O)N1CCCCC1 (stereo not drawn)
    6	9	26	-37	-9	2	2
44. O=C(Nc1ccc(-n2ccc(C(F)(F)F)n2)cc1)c1cccs1
    1	32	-67	-8	-3	-2	-2
45. CC(C)C(=O)Nc1ccc(NC(=O)c2cccs2)cn1
    /	22	/	-19	3	/	/
46. CCOC1(/N=C(\C)NS(=O)(=O)c2ccc(Cl)cc2)C(C)=CC(=O)C=C1C
    4	/	5	/	0	-2	-1
47. CCC(C)c1ccc(NC(=O)N2CCN(C(=O)C3CCCO3)CC2)cc1 (stereo not drawn)
    1	-7	25	-4	6	8	-1
48. O=C(N/N=C/c1cccnc1)c1ccccc1OCc1cccc(Br)c1
    -1	/	/	/	-20	0	-3
49. O=C1CSC(c2cccnc2)N1Cc1ccc(Cl)cc1Cl (stereo not drawn)
    -2	/	3	/	-5	-6	-6
50. COc1ccc(C(=O)NN/C(=N/S(=O)(=O)c2ccc(C)cc2)c2ccccc2)cc1
    -1	/	-5	/	-2	0	-4

# Sorted by formula weight (rising): some entries from above
# Fields: Casp6 inh	esBAF inh	LGR2 antag	Statin myotox sup	FN deposition inh	S100A4 inh HTS	SIRT5 block
45. CC(C)C(=O)Nc1ccc(NC(=O)c2cccs2)cn1
    /	22	/	-19	3	/	/
47. CCC(C)c1ccc(NC(=O)N2CCN(C(=O)C3CCCO3)CC2)cc1 (stereo not drawn)
    1	-7	25	-4	6	8	-1
42. COC(=O)c1sccc1NC(=O)CC1C(=O)NCCN1C(=O)c1ccc(F)cc1 (stereo not drawn)
    1	-5	29	9	3	-1	-2
50. COc1ccc(C(=O)NN/C(=N/S(=O)(=O)c2ccc(C)cc2)c2ccccc2)cc1
    -1	/	-5	/	-2	0	-4

# Later entries
# Fields: Casp6 inh	esBAF inh	LGR2 antag	Statin myotox sup	FN deposition inh	S100A4 inh HTS	SIRT5 block
51. O=C(CN1C(=O)NC2(CCCCCC2)C1=O)NCc1ccco1
    /	-4	12	4	/	/	/
52. O=C(c1ccc(F)cc1)N1CC(=O)N2[C@@H](CO)[C@@H](c3ccc(-c4ccccc4F)cc3)[C@@H]2C1
    -1	/	15	/	/	-4	1
53. Cc1cc(NC(=O)CSc2nnnn2-c2ccccc2C)no1
    0	10	-10	-24	4	-1	0
54. CC(Oc1ccccc1)C(=O)N1CCCc2ccccc21 (stereo not drawn)
    /	4	/	15	2	/	/
55. COc1cccc(/C=N/n2cncn2)c1OCC#N
    /	5	/	10	-5	/	/
56. O=C1OCCC1Sc1nc2cc(Cl)ccc2s1 (stereo not drawn)
    /	-6	4	10	-2	/	/
57. COc1ccc(OCC(=O)NNC(=O)c2cccnc2)cc1
    /	1	/	9	13	/	/
58. CN1C(=O)C(O)(CC(=O)/C=C/C=C/c2ccccc2)c2ccccc21 (stereo not drawn)
    /	6	7	/	7	2	/
59. O=C(Nc1ccccc1)c1ccc(C(=O)Nc2ccccc2)nc1
    0	22	-22	2	2	16	-7
60. CO[C@H]1CN(C)C(=O)c2cc(NC(=O)C3CCCC3)ccc2OC[C@H](C)N(C)C[C@H]1C
    -1	-3	-6	-5	-7	16	-4
61. CCCNC(=O)[C@H]1[C@H](CO)[C@H]2Cn3c(ccc(-c4cccc(C(=O)N(C)C)c4)c3=O)[C@@H]1N2
    3	-4	13	-5	/	1	-34
62. O=C(/C=C/[C@H]1O[C@@H](n2ccc(=O)[nH]c2=O)[C@H](O)[C@@H]1O)NCCN1CCOCC1
    -1	-1	/	2	2	-1	-3
63. CCOc1ccc(CN(C)C(=O)c2cc(S(=O)(=O)N3CCCC3)ccc2C)cc1
    0	-1	-6	-5	-1	-1	-2
64. CC(C)C[C@@H]1CN(CCCC[C@H]2CNC(=O)C(=O)N2CCC2CCCCC2)C(=O)C(=O)N1CCC1CCCCC1
    8	/	-38	/	5	-2	4
65. COCC(=O)N1[C@H](CO)[C@@H](c2ccccc2-c2ccc(C)cc2)[C@@H]1C#N
    1	/	1	/	-9	11	8
66. O=c1[nH]c2ccccc2nc1-c1c[nH]c2ccccc12
    -5	37	-26	7	14	-4	-2
67. Clc1ccccc1-c1nnc(-c2ccccc2Cl)o1
    /	71*	/	-4	1	/	/
68. O=C1/C(=C/c2cccs2)CCc2ccccc21
    /	56*	/	3	2	/	/
69. COc1ccc(C(=O)Nc2ccnn2C2CCN(Cc3ccccn3)CC2)cc1
    -4	-2	-10	4	-10	-1	-2
70. Cc1cc(C(=O)Nc2cccc3c2O[C@@H](CN(C)S(=O)(=O)c2cccs2)[C@@H](C)CN([C@@H](C)CO)C3=O)n(C)n1
    -1	-8	14	-10	4	6	2
71. O=C(N[C@H]1CC[C@@H](CCn2cc(C3(O)CCCC3)nn2)O[C@H]1CO)C1CCCC1
    0	6	-6	-1	6	2	1
72. CCN(CC(=O)Nc1c(F)cccc1F)C(=O)c1cc(S(=O)(=O)N2CCOCC2)ccc1N1CCCC1
    1	17	5	9	0	1	1
73. C[C@H](CO)N1C[C@H](C)[C@@H](CN(C)Cc2ccccc2)Oc2ncc(-c3ccccc3)cc2C1=O
    1	-2	9	16	12	-2	-1
